aSyn yeast rescue = qHTS of alpha-syn Inhibitors: NCGC Sytravon Library Screen. S. cerevisiae alpha-synuclein toxicity rescue, BacTiter-Glo growth, 24 h. AID 1347070, 2019. hit rate 0.02% among 94,000. Potency, µM (titrated, usually from 46.1 µM), inactives show top-dose growth rescue (activation), most hits filed as activators; active means well fitted activation curve with a large enough effect; inconclusive means small, poorly fitted or top-dose-only effect; further: 0% is about no effect
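Growth restoration measured by BacTiter-Glo luminescence after 24 hr at 30 deg C; alpha-synuclein yeast, raffinose-pregrown to mid-log, were added at OD600=0.02 in galactose medium onto pinned compounds.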
* = called active by the depositor; ? = inconclusive. Potency means the concentration at half of the fitted maximal effect. These rows are one share of the data; rates above refer to the full screens.

cpd | mol | aSyn yeast rescue
1 | CCCCOc1ccc(Nc2cc(Cl)ccc2C(=O)O)cn1 | -15.8%
2 | Cc1cccc(OC(=O)CSc2nnc(-c3ccc4c(c3)OCO4)o2)c1C | -17.1%
3 | CN(C)c1ccc(CNC(=O)C2CCN(c3nc4ccccc4[nH]3)CC2)cc1 | -0.1%
4 | Cc1ccc(OC(=O)c2cc(-c3ccc4c(c3)OCCO4)on2)c(C)c1 | -0.1%
5 | CC(=O)c1cnn(-c2ccccc2)c1C | 5.2%
6 | CCOc1cc(/C=C/C(=O)O)ccc1OCCOc1ccc(F)cc1 | 11.1%
7 | COCCNC(=O)C/C(C)=N/NC(=O)C(=O)NC1CCCCC1 | 6.3%
8 | CCOc1cccc(C(=O)Nc2ccc(-c3nc4ncccc4o3)cc2C)c1 | -14.4%
9 | CCOCC(=O)Nc1cccc(SC)c1 | 0.3%
10 | CC(C)n1cnc2cc(NC(=O)c3ccco3)ccc21 | -9.8%
11 | CC(C(=O)NCc1ccc(Cl)cc1)n1ccc2cc(S(=O)(=O)N3CCCC3)ccc21 (stereo not given) | -0.1%
12 | N#Cc1ccccc1NS(=O)(=O)c1cc2c3c(c1)CCC(=O)N3CCC2 | 4.3%
13 | CC(=O)N1CCCc2cc(S(=O)(=O)N3CCCC(C(=O)Nc4cccc(F)c4)C3)ccc21 (stereo not given) | -1.5%
14 | Cc1cccc(Nc2ncnc(N)n2)c1 | 8.1%
15 | CCOC(=O)C1CCN(CC(=O)N2CCCc3c2c(=O)oc2ccc(OCc4ccccc4)cc32)CC1 | -14.0%
16 | CC(=O)c1sc(NC(C)c2ccccc2)nc1C (stereo not given) | -0.1%
17 | Cc1ccc(CSc2nc3ccc(NC(=O)CC(C)C)cc3s2)cc1 | 4.6%
18 | Cc1nc2c(-c3ccc(F)cc3)c(C)nn2c(C)c1CCC(=O)N1CCN(c2ccccc2)CC1 | 23.2%
19 | CN(C)C(=O)c1cccn(Cc2ccc(C(F)(F)F)cc2)c1=O | 4.5%
20 | COc1ccc(NC(=O)N(C)C[C@@H]2OCc3cnnn3CCCC(=O)N([C@H](C)CO)C[C@H]2C)cc1 | -3.3%
21 | O=C(N/N=C/c1ccncc1)c1cccc(S(=O)(=O)N2CCCC2)c1 | -2.3%
22 | Cc1nc2ncnn2c(C)c1CCC(=O)NCc1cccc(Cl)c1 | -7.2%
23 | Cc1ccc(S(=O)(=O)NC(=O)Nc2c(C)cccc2C)cc1 | 10.1%
24 | Cc1cc(Br)ccc1NC(=O)CN1C(=O)c2cccnc2Sc2ccccc21 | 6.8%
25 | COc1ccc(CN2C(=O)C(CC(=O)NC3CCCCC3)CC(C(=O)N3CCOCC3)=C2C)cc1 (stereo not given) | 1.5%
26 | CCOC(=O)c1cc(-c2ccccc2)n(CC(=O)NC2CCC(C)CC2)c1C (stereo not given) | 1.4%
27 | COc1cccc(N=C2NC(=O)/C(=C/c3cc([N+](=O)[O-])ccc3O)S2)c1 | 10.9%
28 | COC(=O)C(C)Sc1ccc2nnc(CCNS(=O)(=O)c3ccc(C)cc3)n2n1 (stereo not given) | -10.0%
29 | COCCCNc1nc2c(S(=O)(=O)c3ccc(C)c(C)c3)nnn2c2ccc(Cl)cc12 | 5.9%
30 | CCCC(=O)C1=C(O)C(C(=O)OC)C(C)(C)CC1=NCCc1ccc(OC)c(OC)c1 (stereo not given) | -3.1%
31 | COC(=O)C1CCN(c2cc(Cl)nc(N)n2)CC1 | -9.1%
32 | CCOc1ccccc1Nc1sc(C(=O)c2ccc(Cl)cc2)c(N)c1C(=O)NCCc1ccccc1 | 4.5%
33 | CCc1ccc(N2CC(C(=O)N3CCN(c4ccccn4)CC3)CC2=O)cc1 (stereo not given) | 2.7%
34 | Cc1ccc(C)c(NC(=O)CN(C)C(=O)c2nn(C)c(=O)c3ccccc23)c1 | 1.7%
35 | CCOc1ccc2nc(N3CCCC(C(=O)NCc4ccccc4Cl)C3)sc2c1 (stereo not given) | 8.9%
36 | COc1ccc(N2CCN(S(=O)(=O)c3ccc(-c4cnc(C5CC5)o4)cc3)CC2)cc1 | -8.2%
37 | COc1ccc(-c2noc(-c3ccc(N4CCCCC4C)c([N+](=O)[O-])c3)n2)cc1OC (stereo not given) | 6.1%
38 | Cc1ccccc1CSc1ncc(Cl)c(C(=O)NCc2ccccc2)n1 | -10.1%
39 | CCOC(=O)C1(Cc2cccc(F)c2)CCN(CC(O)CO)CC1 (stereo not given) | -2.4%
40 | CCOc1ccc(N(C(=O)c2cnccn2)C(C(=O)NC2CCCCC2)c2ccc(O)cc2)cc1 (stereo not given) | -2.6%
41 | CC1(C)CC2(OC2c2ccccc2)C(=O)c2ccccc21 (stereo not given) | -6.0%
42 | Cc1ccccc1-c1noc(-c2nnn(-c3ccccc3C)c2N)n1 | 4.5%
43 | CC1CCC(NC(=O)c2ccc3c(c2)N(Cc2cccc(F)c2)C(=O)c2ccccc2S3)CC1 (stereo not given) | 4.3%
44 | CCCNC(=O)CCn1nc(-c2ccc(Cl)cc2)c2ccccc2c1=O | 6.6%
45 | COc1cccc(NC(=O)CCc2c(C)nc3c4cccnc4nn3c2C)c1 | -8.8%
46 | CCOC(=O)CSc1nc(=O)n2cccc(C)c2n1 | -11.1%
47 | CCOC(=O)Cc1c(C)nc2cc(-c3ccc(C(C)(C)C)cc3)nn2c1C | 8.2%
48 | COC(=O)c1ccc(CSc2nc(C)nc3c2c(=O)n(C)c(=O)n3C)o1 | 4.5%
49 | CCCc1ccc(OC(C)C(=O)Nc2sc3c(c2C(=O)OC)CCCCC3)cc1 (stereo not given) | -1.3%
50 | CC1(C)CN(CCc2ccccc2)C(=O)[C@H]1CC(=O)Nc1ccc(Br)cc1 | -6.2%
51 | COc1ccc(-c2[nH]c(-c3ccc(F)cc3)nc2SCC(=O)NCc2ccco2)cc1OC | 2.0%
52 | Cc1ccc2c(c1)C(=O)C(=O)N2CC1COc2ccccc2O1 (stereo not given) | -15.8%
53 | O=C(NC1CCCCC1)c1ccc(CSc2nc3ccncc3n2Cc2ccccc2)cc1 | 4.5%
54 | Cn1nc(C(=O)OCC(=O)Nc2cccc(S(=O)(=O)N3CCCC3)c2)c2ccccc2c1=O | 8.1%
55 | Cc1ccccc1CNC(=O)c1ccc(CSc2nc3cccnc3n2Cc2ccccc2)cc1 | -3.8%
56 | O=S(=O)(NCC1CCCO1)c1cnc(Cl)c(Cl)c1 (stereo not given) | -1.8%
57 | O=C(O)CNC(=O)C(c1ccccc1)c1ccccc1 | 1.0%
58 | O=C(CC1N=C2c3ccccc3N=C(SCc3ccc(Cl)cc3)N2C1=O)NCc1cccs1 (stereo not given) | 0.3%
59 | O=C(c1cc(-c2ccccc2)n[nH]1)N1CCN(S(=O)(=O)c2ccccc2)CC1 | 7.4%
60 | COc1ccc(-n2cc(C(=O)NCc3cccc(OC)c3)c3ccccc3c2=O)cc1 | -10.5%

Next part:
cpd | mol | aSyn yeast rescue
61 | Nc1cc(N)nc(SCc2ccccc2Cl)n1 | -1.5%
62 | O=C(c1cnc(N2CCN(c3ccccn3)CC2)c2ccccc12)N1CCN(c2cccc(Cl)c2)CC1 | 8.1%
63 | CC(C)NS(=O)(=O)c1ccc(CCC(=O)N2CCCC2)cc1 | 1.0%
64 | CCOCCCNS(=O)(=O)c1ccc(NC(=O)c2ccc(OC)c([N+](=O)[O-])c2)cc1 | -11.8%
65 | O=C(CCc1nc(-c2cccs2)no1)Nc1ccc([N+](=O)[O-])cc1 | -2.7%
66 | COc1cc(/C=C/c2[nH]c(=O)[nH]c(=O)c2[N+](=O)[O-])ccc1OCCC(C)C | 7.0%
67 | CC1CCCCN1Cc1c(O)ccc2c(=O)c(-c3ccc(Cl)cc3)c(C(F)(F)F)oc12 (stereo not given) | 8.2%
68 | CCCCn1nc(C(=O)N(C)Cc2nc3ccccc3c(=O)[nH]2)c2ccccc2c1=O | 8.5%
69 | O=C(C[n+]1ccc2ccccc2c1)c1ccccc1 | -1.5%
70 | CN(N=Cc1ccccc1)C(=S)Nc1ccccc1 | 6.2%
71 | Cc1ccc(-n2nnnc2CNC(=O)C2CC(=O)N(c3ccccc3)C2)cc1C (stereo not given) | 2.8%
72 | Nc1ccc(Br)cc1Br | -8.0%
73 | CCOc1cccc(C2c3c(oc4ccc(F)cc4c3=O)C(=O)N2CCOC)c1 (stereo not given) | -2.2%
74 | COc1ccc(CCNC(=O)CCc2cn(Cc3ccc(F)cc3)c3ccccc23)cc1OC | 0.2%
75 | COc1ccc(CCNC(=O)c2cnc3ccccn3c2=O)cc1 | 2.3%
76 | CC(C)C#Cc1cnc2c(c1)C(=O)N([C@H](C)CO)C[C@@H](C)[C@H](CN(C)C(=O)Nc1ccccc1F)O2 | 3.9%
77 | COc1cccc(CNC(=O)CN2C(=O)CSc3ccc(S(=O)(=O)N4CCCC4)cc32)c1 | -3.2%
78 | O=C(Nc1ccc(S(=O)(=O)N2CCCC2)cc1)c1cccs1 | -5.4%
79 | CN(C)S(=O)(=O)c1cccc(NC(=O)CCCc2nc3ccccc3c(=O)[nH]2)c1 | -12.3%
80 | CCOC(=O)c1cccc(NC(=O)CCC(=O)N2CC(C)Oc3ccc(C)cc32)c1 (stereo not given) | 4.7%

Some of the entries so far, with each value named.
64: CCOCCCNS(=O)(=O)c1ccc(NC(=O)c2ccc(OC)c([N+](=O)[O-])c2)cc1
  aSyn yeast rescue = -11.8%

79: CN(C)S(=O)(=O)c1cccc(NC(=O)CCCc2nc3ccccc3c(=O)[nH]2)c1
  aSyn yeast rescue = -12.3%

80: CCOC(=O)c1cccc(NC(=O)CCC(=O)N2CC(C)Oc3ccc(C)cc32)c1 (stereo not given)
  aSyn yeast rescue = 4.7%

74: COc1ccc(CCNC(=O)CCc2cn(Cc3ccc(F)cc3)c3ccccc23)cc1OC
  aSyn yeast rescue = 0.2%

Next part.
cpd | mol | aSyn yeast rescue
81 | CCCCSCCCNC(=O)CN1C(=O)COc2ccc(S(=O)(=O)N3CCCC3)cc21 | 3.1%
82 | CCCCC1CCC(C(=O)N(CC(C)C)c2c(N)n(Cc3ccccc3)c(=O)[nH]c2=O)CC1 (stereo not given) | -0.3%
83 | CN(Cc1ccccc1F)Cc1cc(=O)oc2cc(O)c(Cl)cc12 | -3.7%
84 | O=C(NCCc1csc(-c2cccc(F)c2)n1)c1ccco1 | -7.9%
85 | COc1ccc2sc(N(Cc3cccnc3)C(=O)c3ccc4c(c3)OCCO4)nc2c1 | -12.2%
86 | CNC(=O)c1sc(Nc2cc(C)ccc2C)nc1C | -1.6%
87 | COc1ccc(NC(=O)CSc2nnc(-c3ccco3)c(-c3ccco3)n2)cc1OC | -9.7%
88 | COc1cc(C)ccc1OCCSc1nnc(-c2ccc(C)cc2)o1 | ?
89 | CCOc1ccc(-c2csc(-c3nc(-c4ccc(Br)s4)cs3)n2)cc1 | 0.0%
90 | CCc1nc2ccc(C(=O)NCCCN3CCN(c4ccccc4F)CC3)cc2nc1CC | 8.6%
91 | C[C@H]1CN([C@@H](C)CO)C(=O)c2cc(Br)cnc2O[C@H]1CN(C)S(=O)(=O)c1ccccc1F | -3.1%
92 | COc1ccccc1OCc1ccc(C(=O)Nc2ccc(C)c(C)c2)o1 | -5.8%
93 | COc1cc(NC(=O)CN2Cc3ccccc3C2=O)cc(OC)c1OC | 2.2%
94 | CC1COC(=C2C(=O)OCC2C)C1 (stereo not given) | 0.0%
95 | CCOc1ccc(NC(=O)C2CCCN(c3cnccn3)C2)cc1 (stereo not given) | 6.8%
96 | CC(C)(C)OC(=O)N1CCC(c2c(C(=O)N3CCCCC3)cnn2-c2cccc(F)c2)CC1 | -12.4%
97 | COc1ccc(N(Cc2cccs2)C(=O)COc2cccc(Cl)c2)cc1 | ?
98 | COc1cc(NC(=O)Cn2nc(C(F)(F)F)c3c2CCC3)cc(OC)c1OC | -3.8%
99 | O=C(CN1CCOCC1)NNc1c2ccccc2nc2ccccc12 | 5.0%
100 | O=c1ccnc(SCCc2ccc([N+](=O)[O-])cc2)[nH]1 | 2.2%
101 | COc1cccc(-c2cc(C(F)(F)F)n3nc(-c4ccc(C)cc4)cc3n2)c1 | -4.6%
102 | Cc1ccccc1NC(=O)CCn1cnc2onc(-c3ccc(F)cc3)c2c1=O | -12.2%
103 | CCc1ccccc1NC(=O)CSc1nc2cc(C(=O)NCC3CCCO3)ccc2c(=O)n1CC1CCCO1 (stereo not given) | -4.3%
104 | CCN1C(=O)[C@H]2[C@@H](c3ccc(OC)cc3)N[C@]3(CCCN(Cc4ccc(Br)cc4)C3=O)[C@H]2C1=O | -6.4%
105 | CCn1c(=O)cc(SCC(=O)NCc2cccc(Cl)c2)c2ccccc21 | 4.1%
106 | COc1ccccc1-c1cnn2c(NC3CCCC3)cc(C)nc12 | -8.0%
107 | CSC[C@H]1CN(Cc2ccccc2)C(=O)[C@@H]1CC(=O)Nc1ccccc1 | 6.2%
108 | CCSc1ncc(Cl)c(C(=O)Nc2c(C(=O)c3ccccc3)oc3ccccc23)n1 | -7.7%
109 | COc1ccc2c(c1)CC(NC(=O)Nc1ccc(NC(C)=O)cc1)CO2 (stereo not given) | -14.5%
110 | Cc1cccc(C(C)C)c1NC(=O)C(NS(=O)(=O)c1cccc2nsnc12)c1ccccc1 (stereo not given) | -1.8%
111 | CCCS(=O)(=O)c1nc(S(=O)(=O)c2ccc(C)cc2)c(NC(C)c2ccccc2)s1 (stereo not given) | -9.3%
112 | Cc1cccc(-c2nc(SCc3cc(=O)c4c(C)cc(C)cc4[nH]3)n[nH]2)c1 | 0.2%
113 | O=C(C1CN(C(=O)c2cc3ccccc3o2)c2ccccc2O1)N1CCCCC1 (stereo not given) | 8.4%
114 | CCCCn1c(SCC(=O)c2ccccc2)nc2ccsc2c1=O | 9.9%
115 | COc1ccc([C@H]2C[C@@H](n3cc(COC(=O)c4ccccc4)nn3)[C@H](O)CN2CC2CCCCC2)cc1 | -12.5%
116 | CCOc1ccc(NS(=O)(=O)c2ccc3[nH]cc(C(=O)NC4CCCC4)c(=O)c3c2)cc1 | 2.4%
117 | NS(=O)(=O)c1ccc(CCNC(=O)Cc2ccc(S(=O)(=O)N3CCOCC3)s2)cc1 | -3.7%
118 | Cc1ccc(SCC(=O)OC(C)C(=O)Nc2ccc(S(N)(=O)=O)cc2)cc1C (stereo not given) | -5.7%

High-throughput results from PubChem BioAssay.
